Mcl1 Noxa PPI: Mcl-1/Noxa interaction inhibition; AID 1022; TR-FRET Mcl-1/Noxa peptide binding, 2 h; actives 1.5% (n = 220,000); inhibition, % at 21.7 µM; Q07820;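 active = compounds that cut the protein-peptide binding signal by more than 50% relative to plate controls in a single-dose test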;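 also: His-tagged Mcl-1 with rhodamine Noxa BH3 peptide and terbium anti-His antibody; 0% = Mcl-1 plus Noxa peptide wells and 100% = peptide-only wells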
Target sequence (Q07820 whole entry, looked up): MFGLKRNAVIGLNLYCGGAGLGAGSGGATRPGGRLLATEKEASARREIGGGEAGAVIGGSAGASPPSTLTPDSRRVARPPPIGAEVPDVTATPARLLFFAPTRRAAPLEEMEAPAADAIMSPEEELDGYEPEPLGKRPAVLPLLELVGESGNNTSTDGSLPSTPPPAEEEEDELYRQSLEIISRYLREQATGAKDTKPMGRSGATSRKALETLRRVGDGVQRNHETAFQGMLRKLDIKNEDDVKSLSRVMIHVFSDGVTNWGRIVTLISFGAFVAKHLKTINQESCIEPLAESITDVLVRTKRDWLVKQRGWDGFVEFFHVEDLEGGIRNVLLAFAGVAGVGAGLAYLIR
Avidin bead fluor: avidin bead compound fluorescence profile. fluorescence (KMESF) at 10 µM. actives 0.38% (n = 220,000). AID 1775. Avidin beads, compound fluorescence 488/530 nm, flow cytometry; active compounds read high; in the data active = fluorescence above about 47; also: inactives centre near 10
Mcl1-Bid inh: disrupts binding of human Mcl-1 to Bid peptide. inhibition, % at 21.7 µM. Q07820. actives 0.97% (n = 220,000). AID 1021. TR-FRET Mcl-1/Bid-Dy647 peptide binding, 1536-well;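 active = compounds that cut the binding signal by more than half at the single screening dose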;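 also: His-tagged Mcl-1 with europium anti-His antibody binding Bid BH3 peptide; 0% = Mcl-1 plus peptide wells and 100% = peptide-only wells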
Cdc42 wt: changes GTP binding to wildtype human Cdc42; P60953; GST-Cdc42 beads, Bodipy-GTP binding, flow cytometry; actives lie on both sides; percent activity (GTP binding), % at 10 µM; actives 0.2% (n = 190,000);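 active = percent activity GTP binding at least 20 points away from the 100% baseline, either down as inhibitor or up as activator; inconclusive = compound flagged as likely green fluorescent from well-wide comparison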;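 also: median bead fluorescence of bound Bodipy-FL-GTP at 100 nM; 0% = excess unlabeled GTP control and 100% = no compound control; below 100% means less GTP binding so inhibitor and above means activator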
Target sequence (P60953 whole entry, looked up): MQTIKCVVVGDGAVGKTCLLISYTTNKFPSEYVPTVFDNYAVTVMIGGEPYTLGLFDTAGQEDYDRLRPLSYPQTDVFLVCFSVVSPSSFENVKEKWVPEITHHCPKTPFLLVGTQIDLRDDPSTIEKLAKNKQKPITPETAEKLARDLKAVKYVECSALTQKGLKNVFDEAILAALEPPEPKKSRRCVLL
Rab7 wt modul: alters GTP binding to wildtype dog Rab7; AID 758; actives 0.055% (n = 190,000); GST-Rab7 beads, fluorescent GTP binding, flow cytometry; actives lie on both sides; untreated = 100%, excess cold GTP = 0%; GTP binding activity (percent of control), % at 10 µM;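 active = fluorescent GTP binding to Rab7 beads changed by at least 20 points from the 100% baseline, either direction, mostly lower; inconclusive = compound itself probably fluorescent, or too few beads counted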;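 also: median green fluorescence of bound Bodipy-FL-GTP per Rab7 bead population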
GSH bead fluor: GSH bead compound fluorescence profile. actives 0.25% (n = 190,000). fluorescence (KMESF) at 10 µM. AID 1776. GSH beads flow cytometry, compound fluorescence 488/530 nm; active compounds read high; in the data active = fluorescence above about 89;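 also: glutathione beads carrying GST-tagged Bcl family fusion proteins plus one bare bead set; values are compound well signal with DMSO vehicle wells as background; inactives centre near 16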
HRas wt GTP bind: human HRas wildtype GTP binding, change in either direction | P01112 | GST-Ras wt beads, Bodipy-FL-GTP binding, flow cytometry; actives lie on both sides | GTP binding activity, % at 10 µM | actives 0.14% (n = 190,000);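 active = GTP binding activity at least 20% away from the 100% baseline, either lowered as inhibitor or raised as activator; inconclusive = flagged as likely green fluorescent, judged across all proteins in the well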;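 also: 0% = unlabeled GTP competition control and 100% = no-compound control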
Target sequence (P01112 whole entry, looked up): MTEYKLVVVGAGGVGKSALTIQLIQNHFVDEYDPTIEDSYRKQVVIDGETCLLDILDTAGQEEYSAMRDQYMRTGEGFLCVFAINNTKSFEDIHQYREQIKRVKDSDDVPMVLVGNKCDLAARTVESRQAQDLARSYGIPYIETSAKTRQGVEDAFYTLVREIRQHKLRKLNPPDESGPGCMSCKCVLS
Rab2 wt GTP: changes GTP binding to wildtype dog Rab2A, up or down. P61105. GST-Rab2 wt beads, Bodipy-GTP binding, flow cytometry. GTP binding activity, % at 10 µM. actives 0.19% (n = 190,000). AID 760;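 active = GTP binding activity at least 20 points away from 100%, either lowered or raised; inconclusive = signal likely due to the compound's own green fluorescence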;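 also: 0% = beads with excess unlabeled GTP and 100% = no-compound control corrected for plate trend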
Pf gametocyte: kills late stage P. falciparum gametocytes; actives 0.065% (n = 150,000); inhibition, % at 10.9 µM; P. falciparum stage V gametocytes, ATP luminescence, 24 h; AID 743093;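 active = inhibition above the mean plus 3 SD of compounds within the control limits, set per campaign, cut at about 38% in these data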;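 also: 0% = DMSO wells and 100% = medium only without gametocytes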
Rac1 wt modul: alters GTP binding to wildtype human Rac1. GST-Rac1 beads, fluorescent GTP binding, flow cytometry; actives lie on both sides; 0 = cold GTP competed, 100 = untreated. GTP binding activity (% of control), % at 10 µM. actives 0.27% (n = 190,000);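 active = GTP binding activity at least 20 points away from the 100% control level, either lower or higher; inconclusive = compound flagged as likely green fluorescent, judged across all proteins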
Rac1 act GTP bind: alters GTP binding to activated mutant human Rac1; P63000; GST-Rac1 activated beads, fluorescent GTP binding, flow cytometry; actives lie on both sides; 100% means binding = to untreated wells; percent activity (GTP binding), % at 10 µM; actives 0.11% (n = 190,000);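 active = GTP binding at least 20 percentage points away from the 100% baseline, in either direction, so actives lie on both sides; inconclusive = Compound likely fluorescent itself, or too few beads counted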
* = called active by the depositor; ? = inconclusive; · = no result given. Compounds were not picked by outcome; any-hit rate near 3%.

Structure	Cdc42 wt	GSH bead fluor	Pf gametocyte	Avidin bead fluor	Mcl1 Noxa PPI	Rab7 wt modul	Mcl1-Bid inh	HRas wt GTP bind	Rac1 wt modul	Rac1 act GTP bind	Rab2 wt GTP
O=C(Cc1ccccc1)N/N=C/C=C/c1cccc([N+](=O)[O-])c1	98	16	·	8	-4	102	8	98	100	95	102
CCOC(=O)CC(=O)CSc1[nH]c(=O)cc(C)c1C#N	100	10	·	33	-13	99	-20	101	104	98	101
O=C(COc1ccccc1)NC1CCSC1=O (stereo not given)	91	20	-24	10	6	109	-15	102	100	96	99
CC(NC(=O)c1ccccc1NC(=O)c1ccco1)C(=O)O (stereo not given)	94	22	5	19	17	99	6	98	96	96	96
Cc1c(Cl)cccc1NC(=O)CCCn1cnc([N+](=O)[O-])n1	96	16	-21	16	1	96	2	95	99	99	99
COCc1nnc(NC(=O)c2ccco2)s1	100	25	·	8	1	99	-26	100	105	99	104
COc1cc(OC)cc(-c2nc3ccccc3c(=O)n2OC(=O)c2ccc(Br)cc2)c1	90	11	-18	9	9	97	7	94	95	94	92
CCOC(=O)C1CCN(c2c(NCCCN(CC)Cc3ccccc3)c(=O)c2=O)CC1	102	25	·	10	71*	98	-19	103	104	101	101
C=CCN1C(=O)OC2(CCCCC2)C1(C)O (stereo not given)	101	5	·	0	15	99	-25	103	105	101	100
O=C(CSc1nc2ccccc2n1S(=O)(=O)c1cccc([N+](=O)[O-])c1)NCCc1ccccc1	97	24	-6	14	5	104	-5	100	102	96	97
O=C(CN1C(=O)c2ccccc2C1=O)OC(C(=O)c1ccc(Cl)cc1)c1ccccc1 (stereo not given)	101	19	0	8	-45	99	-16	99	103	99	100
Cn1c(CNC(=O)OC(C)(C)C)n[nH]c1=S	95	9	-2	9	-3	106	-44	97	97	96	99
Cc1ccc(C(=O)NC(=S)NCC2CCCO2)cc1Br (stereo not given)	107	9	9	8	7	99	-68	105	106	104	102
CCCCCC(=O)Nc1cccc(-c2nc3ncccc3o2)c1	97	12	11	35	9	100	7	96	94	94	94
CCCc1nc2scc(-c3ccc(C)cc3)c2c(=O)n1N	104	27	·	4	3	99	10	102	102	99	101
COc1ccc2[nH]cc(CCN3C(=O)CCC3=O)c2c1	103	36	·	8	-11	98	-35	100	104	98	100
CCOc1ccc(OCC)c(NC(=O)C2CCCN(c3ncccn3)C2)c1 (stereo not given)	99	264*	·	7	-7	102	-28	104	105	104	103
Cc1cc(Nc2ncc(Cl)cc2Cl)n[nH]1	103	68	·	8	-13	96	-15	101	100	100	102
COc1cccc(C2CC(c3cccc(Br)c3)n3nc(N)nc3N2)c1 (stereo not given)	100	13	·	6	-1	100	-28	100	103	98	100
O=C(Nc1ccc(CN2CCOCC2)cc1)c1ccc(-c2ccc(Cl)cc2Cl)o1	100	23	-7	11	17	105	-26	104	103	97	101
CCC1=NC(c2ccccc2Cl)N(O)C1(C)C (stereo not given)	98	10	·	14	-5	96	-20	99	98	97	97
O=[N+]([O-])c1ccc(N2CCN(CCOCCO)CC2)c([N+](=O)[O-])c1	101	12	15	12	26	104	-2	101	98	95	102
CCOC(=O)C1(Cc2cccc(OC)c2)CCN(Cc2ccc(OC)c(O)c2)CC1	95	48	-5	10	-15	96	-21	96	97	95	97
CCNc1nc(=S)nc(NCc2ccccc2)[nH]1	96	15	-36	24	-12	92	-43	96	98	95	95
Cc1noc(C)c1COc1ccc(C(=O)OC(C)C(=O)Nc2ccc(S(=O)(=O)N3CCOCC3)cc2)cc1 (stereo not given)	100	12	12	19	-10	97	17	97	102	98	98
Cc1cc(C)nc(NC(=O)c2c(-c3ccccc3Cl)noc2C)n1	95	23	·	14	9	97	-13	97	93	93	98
O=C1c2ccsc2SCCN1Cc1ccc(Cl)cc1Cl	99	64	-18	13	-6	95	18	99	101	98	99
O=C(COC(=O)c1cc([N+](=O)[O-])ccc1NCc1ccccc1)NC1CCCc2ccccc21 (stereo not given)	103	22	·	27	-4	101	-2	104	109	103	103
O=C(CN1CCCC1)Nc1ccccc1Cl	99	33	19	14	-19	104	-4	100	103	99	100
CC(O)CNc1cnccn1 (stereo not given)	103	11	17	13	7	98	-26	101	102	98	104
O=C(c1cccc(S(=O)(=O)N2CCCC2)c1)N1CCN(c2ncccn2)CC1	99	7	-4	3	25	92	-13	98	100	97	99
Cc1cc(Cl)c(S(=O)(=O)N2CCN(c3ccccc3)CC2)cc1OCC(N)=O	99	8	·	23	10	101	-18	103	102	98	101
COc1cccc(NC2=Nc3cccc4cccc2c34)c1	96	17	·	8	10	93	-20	95	99	100	95
COc1ccc(CNC(=O)c2ccc[nH]2)cc1Cl	92	11	·	6	4	94	-28	95	100	94	94
O=C(CSc1nc(COc2ccccc2)nc2ccccc12)NC1CCCC1	94	16	-26	10	-1	98	1	99	98	96	94
CC1CCN(S(=O)(=O)c2ccc(C(=O)NCc3cccnc3)cc2)CC1	97	74	-15	14	8	104	4	97	101	98	100
CN(C)c1cccc(NC2=CC(=[N+]3CCOCC3)CC(C)(C)C2)c1	98	37	·	9	31	96	-26	98	106	97	97
CCN(CC)Cc1ccccc1Sc1ccccc1	99	14	-18	11	-1	99	-3	102	103	101	98
C=CCNC(=O)/C(C#N)=C/c1ccc(OS(=O)(=O)c2ccc(C)cc2)c(OC)c1	100	11	·	6	12	103	19	100	102	98	100
CC1(C)CC(=O)C=C(N=CC2=C(O)CC(C)(C)CC2=O)C1	?	15	-11	21	4	?	-18	?	?	?	?
Cc1ccc(S(=O)(=O)Nc2ccncc2)c(C)c1N(C)S(=O)(=O)c1ccc(Cl)cc1	102	6	-9	14	8	102	-12	101	107	101	102
COc1cccc(OC2OC3COC(C)(C)OC3C(O)C2NC(C)=O)c1 (stereo not given)	94	18	-24	11	10	105	-20	100	101	98	100
Cn1c(=O)n(C)c2cc(NC(=O)COc3ccc(Cl)cc3)ccc21	97	24	-1	9	8	91	-4	97	101	95	93
C=CCNC(=O)/C(C#N)=C/c1ccccc1[N+](=O)[O-]	106	10	·	24	18	98	-3	99	107	99	99
COc1ccc(S(=O)(=O)N2N=C(C)Oc3ccccc3C2=O)cc1	105	20	·	8	-8	101	-11	104	103	100	104
CCOc1ccc(-n2c(SCC(=O)Nc3ccc(OC)cc3OC)nc3c(c2=O)SCC3)cc1	?	16	·	14	13	?	-30	?	?	?	?
COc1cc(/C=N/N=C(\N)c2nonc2N)ccc1O	95	10	13	10	42	92	-34	93	94	94	95
Cc1ccc(-c2nnn(CC(=O)N(Cc3ccco3)C(C(=O)NC(C)(C)C)c3cccs3)n2)o1 (stereo not given)	100	20	·	31	29	98	-8	101	102	99	102
CCCSc1nc(C)cc(C)c1S(C)(=O)=O	97	14	-1	9	6	102	3	96	97	96	98
CCCn1c(SCC(=O)Nc2ccccc2C(=O)OC)nc2c1c(=O)n(C)c(=O)n2C	98	12	17	18	20	103	-17	101	101	94	100
Cn1c(CNc2nc(-c3ccccc3)cs2)nnc1SCC(=O)N1CCc2ccccc21	94	8	5	5	5	95	-18	93	99	96	94
O=C(COc1cccc2ccccc12)Nc1cc(S(=O)(=O)N2CCOCC2)ccc1N1CCOCC1	100	74	·	11	26	108	-15	97	100	97	98
CSc1ccc(CN(C)CC(=O)NC(C)c2ccccc2)cc1 (stereo not given)	95	13	19	13	2	94	-5	93	94	94	98
Cc1csc(NC(=O)C2CCCCN2S(=O)(=O)c2ccccc2)n1 (stereo not given)	96	72	-4	12	0	106	-9	97	98	96	97
O=C(COc1ccccc1-c1ccccc1)Nc1ccc(S(=O)(=O)NCc2ccco2)cc1	100	15	16	7	-2	100	-35	97	102	98	101
CCOC(=O)Nc1cc(C)c(Cl)cc1OC	108	21	·	9	9	106	-8	107	103	102	107
NC(=O)C1CC(=O)N(c2ccc(OCc3ccccc3Cl)cc2)C1 (stereo not given)	99	17	·	11	-2	97	-17	97	102	96	100
CC1=CCC2C(=O)N(c3ccccc3OC(=O)c3ccccc3F)C(=O)C2C1 (stereo not given)	97	7	22	13	17	100	-20	97	101	96	97
CCCCCC(=O)OC(CN1CCCCC1)CN1CCCC1=O (stereo not given)	100	8	·	13	6	99	21	99	105	101	95
CN(C)Cc1c(O)ccc2oc(Cc3ccccc3)cc12	109	54	9	6	24	101	-33	103	108	102	103

Additional structures.
Structure	Cdc42 wt	GSH bead fluor	Pf gametocyte	Avidin bead fluor	Mcl1 Noxa PPI	Rab7 wt modul	Mcl1-Bid inh	HRas wt GTP bind	Rac1 wt modul	Rac1 act GTP bind	Rab2 wt GTP
Cc1cc(/C=N\NC(=O)CC(=O)NC2CCCCC2)c(C)n1-c1cccc(Cl)c1Cl	98	21	-4	7	11	94	-45	97	99	99	99
COc1ccc(/C=N/c2sc3c(c2C#N)CCN(Cc2ccccc2)C3)c(O)c1	101	10	·	18	20	100	-39	98	100	96	95
C1CCC(C23CC4CC(CC(C4)C2)C3)NC1 (stereo not given)	103	67	14	8	6	94	2	101	102	101	102
Cn1c(=O)c2c(SCC(=O)N3CCOCC3)nc(CC(C)(C)C)nc2n(C)c1=O	99	18	·	7	4	102	-2	101	102	100	102
Cc1cc(=O)n2c(c1C#N)SC1CCCCC12O (stereo not given)	99	5	·	7	-3	98	-18	97	96	97	98
COc1cc(-c2nnc(SCC#CCO)o2)cc(OC)c1OC	102	45	-9	35	-3	103	3	101	103	99	99
O=C(N/N=C1\CC2CC=CC12)c1ccc(COc2ccccc2)cc1 (stereo not given)	98	9	-13	6	17	102	8	96	107	96	100
N#C/C(=C/N1CCOCC1)c1ccccc1	98	25	0	3	-11	97	4	99	101	100	99
COCCn1nnnc1C(c1ccc2ncccc2c1)N1CCN(c2ccccc2F)CC1 (stereo not given)	98	25	·	4	29	95	33	98	99	97	96
Cc1ccc(C(C(=O)NC2CCCCC2)N(C(=O)c2csnn2)C2CC2)o1 (stereo not given)	101	37	2	15	-33	98	-12	102	102	98	98
Cc1ccc(C)c(Nc2nc3c(S(=O)(=O)c4ccccc4)nnn3c3ccccc23)c1	100	2	19	14	-71	100	-36	100	108	102	100

Screens: PubChem BioAssay, several laboratories
